Source: PubChem (several laboratories)
IDE cell activ: IDE (human) activation, cell-based | 340,000 compounds, 0.073% hits | activation, % at 5.96 µM | HEK cells, FAbeta-B cleavage, fluorescence polarization; 0% vehicle, 100% cell-free pure enzyme wells | P14735;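 active = activation above the mean of all tested compounds plus 3 SD, set per screening campaign, cut at about 17% in these data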
PfM18AAP inh: blocks P. falciparum M18 aspartyl aminopeptidase; 290,000 compounds, 1.2% hits; AID 1822; inhibition, % at 7.35 µM; recombinant PfM18AAP, H-Glu-NHMec fluorogenic cleavage;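 active = inhibition above the campaign mean inhibition over all tested compounds plus 3 SD, cut at about 28% in these data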;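 also: 0% = plate median of test compound wells and 100% = 2 mM ZnCl2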
SUMO HTRF inh: blocks human SUMOylation mediated by UBC9; P63279; 290,000 compounds, 0.36% hits; HTRF SUMOylation assay, SAE1/SAE2 + UBC9, in vitro; inhibition, % at 35 µM; in the data active = inhibition above about 50%, passing the limit was not always enough; also: strong numbers were not always called active
p-CIP stab down: p/CIP protein destabilization | Q05BA5 | F442A p/CIP-EGFP cells, EGFP fluorescence, 16 h | decrease of EGFP signal, % at 10 µM | 290,000 compounds, 0.01% hits | AID 1984;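 active = EGFP signal decrease of at least 30% at 10 µM or well 3 SD below plate mean, unless failing retest; inactive = the rest, including hits failing retest or dose response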; also: some compounds called inactive have numbers as strong as hits; many of its hits are not listed in these tables
Target sequence (Q05BA5 1-1403): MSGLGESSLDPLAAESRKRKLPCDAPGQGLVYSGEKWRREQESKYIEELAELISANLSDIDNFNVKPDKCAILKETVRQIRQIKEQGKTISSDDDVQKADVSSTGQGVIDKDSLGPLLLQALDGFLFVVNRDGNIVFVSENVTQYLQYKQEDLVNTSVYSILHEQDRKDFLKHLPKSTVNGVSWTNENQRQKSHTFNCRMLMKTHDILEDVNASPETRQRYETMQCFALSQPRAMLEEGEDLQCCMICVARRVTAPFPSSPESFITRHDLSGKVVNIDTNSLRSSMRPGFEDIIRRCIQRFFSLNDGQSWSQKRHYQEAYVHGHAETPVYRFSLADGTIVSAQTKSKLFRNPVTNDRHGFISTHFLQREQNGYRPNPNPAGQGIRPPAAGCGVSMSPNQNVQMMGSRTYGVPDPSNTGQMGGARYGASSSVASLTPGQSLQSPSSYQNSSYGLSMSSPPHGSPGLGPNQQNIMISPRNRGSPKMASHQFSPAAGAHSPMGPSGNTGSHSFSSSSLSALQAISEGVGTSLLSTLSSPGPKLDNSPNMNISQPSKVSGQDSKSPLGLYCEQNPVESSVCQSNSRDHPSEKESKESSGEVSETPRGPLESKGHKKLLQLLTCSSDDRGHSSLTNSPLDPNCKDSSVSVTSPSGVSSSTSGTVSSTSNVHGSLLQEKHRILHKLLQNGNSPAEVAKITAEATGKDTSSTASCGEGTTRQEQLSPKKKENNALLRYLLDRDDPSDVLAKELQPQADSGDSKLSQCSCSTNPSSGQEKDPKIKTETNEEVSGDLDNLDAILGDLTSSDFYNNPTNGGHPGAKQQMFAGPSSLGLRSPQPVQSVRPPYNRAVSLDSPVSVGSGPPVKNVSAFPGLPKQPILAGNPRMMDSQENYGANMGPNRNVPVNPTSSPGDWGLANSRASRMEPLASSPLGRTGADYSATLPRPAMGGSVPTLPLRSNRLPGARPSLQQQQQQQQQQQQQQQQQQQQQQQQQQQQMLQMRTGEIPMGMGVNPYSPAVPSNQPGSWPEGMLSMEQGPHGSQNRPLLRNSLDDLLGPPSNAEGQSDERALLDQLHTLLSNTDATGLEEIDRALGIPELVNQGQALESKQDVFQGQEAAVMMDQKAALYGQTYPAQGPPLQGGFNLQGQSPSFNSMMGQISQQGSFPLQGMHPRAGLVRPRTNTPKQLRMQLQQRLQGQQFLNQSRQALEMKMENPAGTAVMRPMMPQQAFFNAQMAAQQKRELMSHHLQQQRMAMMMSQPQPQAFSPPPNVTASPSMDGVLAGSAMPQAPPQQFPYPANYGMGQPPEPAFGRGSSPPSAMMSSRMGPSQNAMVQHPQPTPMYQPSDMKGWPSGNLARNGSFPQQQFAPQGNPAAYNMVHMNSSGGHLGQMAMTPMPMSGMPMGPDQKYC
IDE cell inh: inhibitors of human insulin-degrading enzyme in cells | P14735 | 320,000 compounds, 0.41% hits | AID 434962 | HEK cells, FAbetaB cleavage, fluorescence polarization | inhibition, % at 5.59 µM;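 active = percent inhibition above the average of all tested compounds plus 3 SD, set per screening campaign, cut at about 16% in these data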;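 also: IDE supplied by intact live HEK cells; FP after avidin binding of uncleaved biotin substrate so inhibition keeps polarization high; 0% = DMSO wells and 100% = 60 µM reference IDE inhibitor Ii1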
NALP1 yeast inh: inhibitors of NALP1 inflammasome in yeast. S. cerevisiae NALP1/ASC/caspase-1 growth, X-gal OD620, 72 h. inhibition, % at 10 µM. 280,000 compounds, 0.61% hits; in the data active = inhibition mostly above about 24%, no sharp cut-off; inactive = mostly below about 32%; also: some compounds called inactive have numbers as strong as hits
MEKK2 mut-MEK5: signal of MEK5 binding to mutant human MEKK2 PB1 domain; bead flow cytometry, Alexa488-MEK5 binding to MEKK2 mutant; percent response, % at 10 µM; 290,000 compounds, 0.35% hits; AID 1530; in the data active = percent response above about 24%, passing the limit was not always enough; also: inactives centre near 1; some results filed as inactive read as strong as hits; reference of the scale not given here
MEKK3 PB1 HTS: raises or lowers MEK5 binding to the human MEKK3 PB1 domain. AID 1529. binding response (% of control), % at 10 µM. bead-based flow cytometry, Alexa488-MEK5 binding to MEKK3; actives lie on both sides; 0 = blocked by unlabeled MEK5, 100 = vehicle. 290,000 compounds, 1.4% hits;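 active = binding response more than 3 SD above or below the average of its plate-row segment, actives on both sides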;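 also: Alexa488 bead fluorescence after subtracting the streptavidin-only scavenger bead signal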
MEKK2 WT-MEK5: raises or lowers MEK5 binding to wildtype human MEKK2 PB1 domain. Q9Y2U5. bead flow cytometry, Alexa488-MEK5 binding to MEKK2 WT; actives lie on both sides. binding response (% of control), % at 10 µM. 290,000 compounds, 1.1% hits. AID 1531; in the data active = binding response below about 67% or above about 130%
Active calls of the source: *; · = not tested or not shown. Only part of the results is shown, so the mix of outcomes need not match the whole.

SMILES	IDE cell activ	PfM18AAP inh	SUMO HTRF inh	p-CIP stab down	IDE cell inh	NALP1 yeast inh	MEKK2 mut-MEK5	MEKK3 PB1 HTS	MEKK2 WT-MEK5
CNc1cc(N2CCCC2)ccc1[N+](=O)[O-]	2	-6	3	6	0	-2	3	96	102
Cc1ccccc1-c1nc(C(=O)NCC2CCCO2)cc2c1[nH]c1ccccc12 (stereo not drawn)	-2	-9	-21	-8	1	8	-5	95	87
O=C(Cc1c[nH]c2ccccc12)NCc1ccco1	4	2	12	-19	3	3	-1	104	104
CC1CN(C(=O)c2cccc(S(=O)(=O)Nc3cc(Cl)ccc3Cl)c2)CC(C)O1 (stereo not drawn)	3	8	-5	-3	3	-13	10	106	110
CCCc1nnc(NC(=O)CCC(=O)N2CCN(c3nc(C)cc(C)n3)CC2)s1	-5	-14	14	-12	-8	22	18	118	116
CCCNc1c(NS(=O)(=O)c2ccc(OC)c(OC)c2)c(=O)oc2ccccc12	-2	0	-6	2	7	-13	0	102	100
CN1CCN(C(=O)C2(NC(=O)NCc3ccccc3)CCCCC2)CC1	6	-3	1	3	0	10	6	86	91
CC(C)CN1C(=O)C(=O)N(CC(=O)NCc2ccc3c(c2)OCO3)C1=O	7	-3	-3	-12	2	-3	·	·	·
Cc1ccc(C(=O)Nc2cc([N+](=O)[O-])ccc2C)cc1	4	-6	2	-4	0	2	-8	103	90
Cc1c(-c2nc(N)nc(Nc3ccccc3)n2)oc2ccccc12	3	-8	-6	-8	0	46	9	108	108
CC(=O)NC1=NC(=O)C(C)S1 (stereo not drawn)	2	-2	13	-9	-2	2	14	101	100
O=C(COC(=O)c1cc(S(=O)(=O)NCc2ccccc2)ccc1O)c1cc2ccccc2o1	1	-8	-9	-11	2	-4	-1	104	91
COc1ccc([N+](=O)[O-])cc1NS(=O)(=O)Cc1ccccc1	-5	1	4	4	2	·	4	102	104
O=C(Nc1ccc(S(=O)(=O)C(F)F)cc1)c1cccc(S(=O)(=O)N2CCOCC2)c1	4	3	-6	-13	-5	·	7	107	106
COc1cccc(C(CC(=O)NCC2CCCO2)NS(=O)(=O)c2ccc(C)cc2)c1OC (stereo not drawn)	2	-12	12	-6	·	-6	3	100	101
N#Cc1c(Cl)cccc1N1CCCC1	3	-4	12	-13	-2	16	-2	90	93
COc1ccc(N(CC(=O)NCCSc2ccccn2)S(C)(=O)=O)cc1Cl	-1	-8	22	-5	0	14	2	101	107
CC(C)(C)c1ccc(/C=N/NC(=S)NCc2ccccc2)cc1	5	-10	3	-5	1	12	-1	100	110
COc1ccc(C(=O)NC2CCN(CC(=O)N3CCCCC3)CC2)cc1	-1	-9	-10	-2	0	25	-3	100	98
COc1ccc(CC(=O)NCCc2ccc(Cl)cc2Cl)cc1	3	0	5	7	7	-3	0	102	98
Cc1[nH]c2ccccc2c1C(=O)COC(=O)C1CCC(=O)N1 (stereo not drawn)	5	4	26	-5	-6	-8	-13	80	88
O=C(CN1CCC(n2nnc3cc(F)ccc32)CC1)NCc1ccco1	2	-3	-5	-8	-3	5	7	110	114
Cc1cc(Cl)ccc1NNC(=O)c1cccs1	-1	18	8	-7	2	20	-29	77	78
O=C(CCCn1c(=O)oc2ccccc21)N1CCc2ccccc2C1	0	-10	1	-5	-1	8	4	102	102
COc1ccc(C(=O)NNC2=NC(C)(C)Cc3cc(C)c(C)cc32)cc1	3	-7	5	-4	0	24	·	·	·
O=C1c2ccccc2NC(c2ccncc2)N1c1ccccn1 (stereo not drawn)	3	6	24	-7	0	-10	13	102	99
CCN(CC)S(=O)(=O)c1ccc(-c2nnc(SC)o2)cc1	-3	-5	-1	1	0	14	-1	103	96
COc1ccc(Nc2c3c(nc4c(-c5ccccc5)c(C)nn24)CCC3)cc1	6	-9	13	0	2	25	0	128*	116
CN(CC(=O)Nn1cnnc1)S(=O)(=O)c1cc(Cl)ccc1Cl	7	44*	0	-10	-1	18	-4	91	96
COc1ccc(NC(=O)c2cc(C)no2)cc1OC	-2	1	-13	1	-2	5	2	104	105
COc1ccc(Cl)cc1NC(=O)C1CCCO1 (stereo not drawn)	11	3	21	-1	6	10	5	103	108
CC(Oc1ccc(Cl)cc1)C(=O)NNC(=S)NC(=O)c1ccco1 (stereo not drawn)	0	18	-28	-3	0	33	-3	92	97
COc1cccc(CN2CCN(C(=O)c3ccco3)CC2)c1OC	6	-5	·	·	5	·	-4	92	96
O=C(Cn1cc(CCO)nn1)N1CCNCC1	-3	1	6	1	-2	-8	0	100	103
COc1cccc(OCc2nc(-c3ccc(Br)o3)no2)c1	2	-20	2	-2	1	-3	-13	93	87
Cc1cccc2c(Cl)cc(=O)[nH]c12	·	0	7	-3	·	10	2	95	101
NC(=O)NC(=O)COC(=O)c1sc2ccccc2c1Cl	4	-9	20	-7	0	10	-21	90	90
CC(Sc1nc(-c2ccccc2)cs1)C(=O)Nc1ccc(Cl)cn1 (stereo not drawn)	4	3	-11	-1	10	35	1	149*	111
COc1ccc(Br)cc1CN(C)CC(=O)NCCc1ccc(S(N)(=O)=O)cc1	-6	-4	14	-4	-4	14	5	106	112
CC(C)N(Cc1nc(-c2ccccc2)no1)C(=O)c1ccc2c(c1)OCO2	2	0	-4	4	0	5	-5	86	91
CN(C)C(=O)CSc1nnc(Cc2ccccc2)n1Cc1ccco1	3	-2	4	9	-1	11	0	96	95
CCOc1ccc(NC(=O)N2CCC(C(=O)c3ccc(F)cc3)CC2)cc1	1	-12	-5	-7	1	4	4	105	103
COc1ccc(/C(C)=N/N=C(\C)c2ccc(OC)cc2OC)c(OC)c1	4	6	2	-1	6	22	-1	105	99
CCc1ccc(C(C(=O)NCc2ccccc2)N(C(=O)c2csnn2)C2CC2)cc1 (stereo not drawn)	0	2	-11	0	6	-4	3	104	102
CCOC(=O)C(=O)Nc1nnc(Cc2ccc(OC)c(OC)c2)s1	6	-7	15	-16	0	-56	3	98	101
Cc1ccc(N=C(c2cccs2)N2CCOCC2)cc1	-2	-1	6	-1	-2	13	-6	93	93
CC(C)c1c(O)nc(SCc2ccc(F)cc2)[nH]c1=O	1	-10	12	-9	0	11	3	108	107
N#CCOc1ccccc1/C=C/c1nc2ccccc2c(=O)[nH]1	1	2	17	-14	2	3	2	104	103
CC(=O)Nc1cccc2c1C(=O)N(c1ccccc1OC(C)=O)C2=O	3	13	14	-18	5	4	2	101	96
CCOc1ccc(-n2cc(-c3ccc(OC)c(OC)c3)[nH]c2=S)cc1	-10	25	-21	-11	7	-12	-1	102	95
Cc1cc(CN2C(=O)c3ccccc3C2=O)on1	2	9	-11	-11	-5	·	0	102	98
CCCCS(=O)Cc1ccccc1 (stereo not drawn)	0	5	13	-6	2	-14	7	101	108
Cc1ccc(NC2CCCN(C(=O)CCc3cn[nH]c3)C2)cc1C (stereo not drawn)	-1	8	4	-7	2	14	-6	100	93
COc1cc2c(cc1NC(=O)/C=C/c1cc(OC)c(OC)c(OC)c1)oc1ccccc12	-6	-6	6	1	9	24	0	99	97
CCOc1ccc(NC(=O)c2cc(S(=O)(=O)N3CCOCC3)cn2C)cc1	7	-1	9	0	2	-11	-3	99	98
Cc1cc(C)c2c(n1)nn1c(C)c(CCC(=O)NCc3ccco3)c(C)nc21	3	12	28	6	-1	26	12	107	108
COc1ccc(CCN(Cc2cccs2)S(=O)(=O)c2ccc(S(=O)(=O)N(C)C3CCCCC3)cc2)cc1OC	6	-2	6	-3	-3	21	5	93	102
Cc1cc(C(=O)Cn2cnc3cc([N+](=O)[O-])ccc3c2=O)c(C)n1CC1CCCO1 (stereo not drawn)	2	0	15	1	-1	-2	-1	88	94
Cc1ccc(S(=O)(=O)Nn2c(C)nnc2-n2nc(C)cc2C)cc1	0	-9	6	-12	-4	-5	10	100	104
O=[N+]([O-])c1cc(Br)c(OCc2nnc(-c3ccccc3)o2)c(Br)c1	3	1	11	-26	5	16	0	111	106

Part of the list above, as a markdown table.
| Compound | IDE cell activ | PfM18AAP inh | SUMO HTRF inh | p-CIP stab down | IDE cell inh | NALP1 yeast inh | MEKK2 mut-MEK5 | MEKK3 PB1 HTS | MEKK2 WT-MEK5 |
| --- | --- | --- | --- | --- | --- | --- | --- | --- | --- |
| CNc1cc(N2CCCC2)ccc1[N+](=O)[O-] | 2 | -6 | 3 | 6 | 0 | -2 | 3 | 96 | 102 |
| Cc1ccccc1-c1nc(C(=O)NCC2CCCO2)cc2c1[nH]c1ccccc12 (stereo not drawn) | -2 | -9 | -21 | -8 | 1 | 8 | -5 | 95 | 87 |
| O=C(Cc1c[nH]c2ccccc12)NCc1ccco1 | 4 | 2 | 12 | -19 | 3 | 3 | -1 | 104 | 104 |
| CC1CN(C(=O)c2cccc(S(=O)(=O)Nc3cc(Cl)ccc3Cl)c2)CC(C)O1 (stereo not drawn) | 3 | 8 | -5 | -3 | 3 | -13 | 10 | 106 | 110 |
| CCCc1nnc(NC(=O)CCC(=O)N2CCN(c3nc(C)cc(C)n3)CC2)s1 | -5 | -14 | 14 | -12 | -8 | 22 | 18 | 118 | 116 |
| CCCNc1c(NS(=O)(=O)c2ccc(OC)c(OC)c2)c(=O)oc2ccccc12 | -2 | 0 | -6 | 2 | 7 | -13 | 0 | 102 | 100 |
| CN1CCN(C(=O)C2(NC(=O)NCc3ccccc3)CCCCC2)CC1 | 6 | -3 | 1 | 3 | 0 | 10 | 6 | 86 | 91 |
| CC(C)CN1C(=O)C(=O)N(CC(=O)NCc2ccc3c(c2)OCO3)C1=O | 7 | -3 | -3 | -12 | 2 | -3 | · | · | · |
| Cc1ccc(C(=O)Nc2cc([N+](=O)[O-])ccc2C)cc1 | 4 | -6 | 2 | -4 | 0 | 2 | -8 | 103 | 90 |
| Cc1c(-c2nc(N)nc(Nc3ccccc3)n2)oc2ccccc12 | 3 | -8 | -6 | -8 | 0 | 46 | 9 | 108 | 108 |
| CC(=O)NC1=NC(=O)C(C)S1 (stereo not drawn) | 2 | -2 | 13 | -9 | -2 | 2 | 14 | 101 | 100 |
| O=C(COC(=O)c1cc(S(=O)(=O)NCc2ccccc2)ccc1O)c1cc2ccccc2o1 | 1 | -8 | -9 | -11 | 2 | -4 | -1 | 104 | 91 |
| COc1ccc([N+](=O)[O-])cc1NS(=O)(=O)Cc1ccccc1 | -5 | 1 | 4 | 4 | 2 | · | 4 | 102 | 104 |
| O=C(Nc1ccc(S(=O)(=O)C(F)F)cc1)c1cccc(S(=O)(=O)N2CCOCC2)c1 | 4 | 3 | -6 | -13 | -5 | · | 7 | 107 | 106 |

(continued)
SMILES	IDE cell activ	PfM18AAP inh	SUMO HTRF inh	p-CIP stab down	IDE cell inh	NALP1 yeast inh	MEKK2 mut-MEK5	MEKK3 PB1 HTS	MEKK2 WT-MEK5
CCC(CC)C(=O)Nc1nnc(CCc2ccccc2)s1	2	9	-1	-12	5	20	1	100	100
O=C1CC(=C(c2ccccc2)c2ccccc2)C(=O)N1CCCCN1CCN(c2cccc(Cl)c2)CC1	9	-4	-27	8	1	·	21	102	142*
COc1ccc(N(CC(=O)N2CC=C(c3ccccc3)CC2)S(=O)(=O)c2c(C)noc2C)cc1	4	-2	-14	-12	0	-2	5	112	108
O=C(c1ccccc1Cl)N(Cc1ccccc1F)N1C(=O)CCCC1=O	-4	0	13	-14	-8	-4	0	98	97
COc1ccccc1N1CCN(C(=O)c2ccoc2C)CC1	7	-9	4	0	0	2	5	100	103
